High-throughput results as filed in PubChem BioAssay.
WRN inhibitor: WRN helicase (human) inhibition; Q14191; WRN helicase unwinding, fluorescent forked duplex, kinetic; Potency, µM (series often up to 114 µM), inactives show at the highest dose activity change, negative = inhibition, most hits filed as inhibitors; hit rate 0.46% among 360,000; AID 651768; note: potency is the fitted concentration of half-maximal effect; % is set by controls: 0 for no effect and ±100 for the full control effect; nearly all actives have a fitted effect of over 55% in size
Target sequence (Q14191 whole entry, looked up): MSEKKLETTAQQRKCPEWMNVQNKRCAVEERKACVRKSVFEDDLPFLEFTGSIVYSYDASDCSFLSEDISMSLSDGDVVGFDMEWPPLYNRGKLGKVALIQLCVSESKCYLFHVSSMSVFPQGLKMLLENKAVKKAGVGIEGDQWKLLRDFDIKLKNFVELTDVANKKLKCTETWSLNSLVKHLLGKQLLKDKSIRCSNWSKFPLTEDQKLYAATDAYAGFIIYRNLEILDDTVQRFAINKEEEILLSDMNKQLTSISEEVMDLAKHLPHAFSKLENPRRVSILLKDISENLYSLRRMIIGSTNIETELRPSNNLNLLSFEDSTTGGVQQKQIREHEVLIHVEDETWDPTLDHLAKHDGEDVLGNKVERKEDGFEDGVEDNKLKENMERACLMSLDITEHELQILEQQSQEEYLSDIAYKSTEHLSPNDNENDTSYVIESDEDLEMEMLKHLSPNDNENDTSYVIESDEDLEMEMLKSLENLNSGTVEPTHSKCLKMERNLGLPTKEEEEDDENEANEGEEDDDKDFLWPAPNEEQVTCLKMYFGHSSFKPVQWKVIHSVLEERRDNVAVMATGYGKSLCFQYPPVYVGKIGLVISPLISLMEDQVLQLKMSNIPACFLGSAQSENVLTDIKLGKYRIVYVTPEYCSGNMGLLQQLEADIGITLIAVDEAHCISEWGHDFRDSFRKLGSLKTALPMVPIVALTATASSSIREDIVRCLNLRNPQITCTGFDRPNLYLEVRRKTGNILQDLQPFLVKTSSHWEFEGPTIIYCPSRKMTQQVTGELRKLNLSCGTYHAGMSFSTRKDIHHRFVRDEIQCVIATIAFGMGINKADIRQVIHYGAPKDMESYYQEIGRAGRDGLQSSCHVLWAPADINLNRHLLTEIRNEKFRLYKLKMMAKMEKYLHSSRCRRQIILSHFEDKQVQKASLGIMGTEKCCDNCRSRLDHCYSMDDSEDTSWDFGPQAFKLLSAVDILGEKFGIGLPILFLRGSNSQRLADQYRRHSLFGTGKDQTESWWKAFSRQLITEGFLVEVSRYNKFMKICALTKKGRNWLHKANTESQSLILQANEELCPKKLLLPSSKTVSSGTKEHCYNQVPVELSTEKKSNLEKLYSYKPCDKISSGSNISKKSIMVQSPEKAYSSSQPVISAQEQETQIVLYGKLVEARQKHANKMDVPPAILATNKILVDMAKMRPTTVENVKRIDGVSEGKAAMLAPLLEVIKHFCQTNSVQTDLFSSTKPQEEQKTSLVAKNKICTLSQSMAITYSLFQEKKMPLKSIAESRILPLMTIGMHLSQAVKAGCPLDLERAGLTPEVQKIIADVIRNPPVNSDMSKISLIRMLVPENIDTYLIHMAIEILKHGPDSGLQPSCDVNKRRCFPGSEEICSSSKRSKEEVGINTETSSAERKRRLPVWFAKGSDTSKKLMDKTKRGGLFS
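WRN at 20 nM final preincubated with compound 15 min at room temperature; reaction started with 100 nM fluorophore/quencher forked duplex oligonucleotide and 2 mM ATP final. Unwinding followed kinetically by red fluorescence (ex 525, em 598 nm).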
IL2 activator: activators of IL-2; activation, % (series mostly up to about 46 µM); IL-2 activation reporter assay, cell-based qHTS; stimulated with anti-CD3/CD4/CD28 beads; in transgenic mouse T cells; hit rate 0.065% among 360,000; in the data active = activation above about 50%; inconclusive = mostly about 30% to 49%; note: 0% is about no effect
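Screening format: compound pinned onto unstimulated transgenic mouse T cells, 60 min incubation, then anti-CD3/anti-CD4/anti-CD28 bead stimulation for 18 hours at 37 degrees C, followed by EGFP and DsRed detection.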
aSyn rescue: alpha-synuclein toxicity inhibition in yeast; Yeast expressing alpha-synuclein, growth rescue, BacTiter-Glo, 24 h; Potency, µM (top dose mostly 46.1 µM), inactives show top-dose growth rescue (activation), actives largely listed as activators; hit rate 0.14% among 370,000; note: potency is the fitted concentration of half-maximal effect; % of control where 0% means no effect; nearly all actives have a fitted effect of over 65% in size
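Rescue of yeast growth: cells expressing toxic alpha-synuclein, induced in galactose at OD600 0.02, incubated with compound 24 h at 30 C. ATP luminescence quantified growth; inhibitors of toxicity appear as activators.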
Abeta yeast res: A-beta toxicity reversal in yeast; yeast expressing A-beta42, growth rescue, OD600, 48 h; response scale: 0% DMSO, 100% iron-clioquinol control; Potency, µM (top dose mostly 46.1 µM), inactives show top-dose growth rescue, hits mostly activators; hit rate 0.063% among 410,000; note: potency is the fitted concentration of half-maximal effect; nearly all actives have a fitted effect of over 55% in size
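Yeast A-beta toxicity model in growth medium with pinned compounds, 48 h at 30 C; growth read as absorbance at 600 nm. Normalized to FeCl3/clioquinol equimolar mix (positive) and DMSO (negative).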
PLK1 PBD block: inhibitors of human PLK1 polo-box domain binding; Plk1 PBD binding of FITC phosphopeptide, fluorescence polarization; hit rate 2.8% among 360,000; P53350; Potency, µM, inactives show max response, negative = inhibition, most hits filed as inhibitors; AID 720504; note: potency is the fitted concentration of half-maximal effect; series mostly up to about 57 µM; % is set by controls: 0 for no effect and ±100 for the full control effect; nearly all actives have a fitted effect of over 65% in size
EPAC1 agonist: EPAC1 (human) agonism; O95398; EPAC1 agonist qHTS, biochemical assay; response scale: 100% = response to 6.5 mM cAMP; Potency, µM (top dose mostly 154 µM), without a hit: at the top dose activation, hits mostly activators; hit rate 0.073% among 360,000; note: potency is the fitted concentration of half-maximal effect; nearly all actives have a fitted effect of over 60% in size
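Fluorescent GDP-exchange assay: 100 nM EPAC1 with 250 nM Rap1B preloaded with BODIPY-GDP and 50 uM GDP; compounds tested as concentration series, 5 min at room temperature, then read every 5 min for 30 min (ex 480/em 540 nm); normalized to 6.5 mM cAMP.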
PI5P4Ka inh: PI5P4K alpha (human) kinase inhibition; PI5P4Kalpha enzyme, ADP-Glo luminescence, 60 min; hits give low values; max response, %; hit rate 1.2% among 330,000; AID 652105; active = max response of -50% or lower; inconclusive = between -30% and -50%; inactive = -30% or higher; note: value at the top dose of about 77 µM; % is set by controls: 0 for no effect and ±100 for the full control effect
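Single end-point luminescence (ADP-Glo) quantified ADP from PI5P4Kalpha turnover; ATP 5 microM final, 1 h at RT, 0.1% CHAPS and 0.28 mM EGTA in HEPES pH 7.4.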
EPAC1 antagonist: antagonists of human EPAC1. O95398. EPAC1 GEF assay, Rap1b-BODIPY-GDP exchange fluorescence. Potency, µM (doses to about 115 µM), for inactives: at the highest dose activity change, negative = inhibition, actives largely listed as inhibitors. hit rate 0.14% among 360,000;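 note: potency is the fitted concentration of half-maximal effect; plate controls were vehicle for no effect and positive control for full effect; nearly all actives have a fitted effect of over 50% in size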
FUS yeast rescue: rescues growth of FUS-expressing yeast | S. cerevisiae FUS-expressing, growth rescue, OD600, 24 h | Potency, µM (top dose mostly 76.6 µM), for the others: top-dose growth rescue (activation), most hits filed as activators | hit rate 0.24% among 390,000 | AID 1347120;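 note: potency is the fitted concentration of half-maximal effect; plate controls were DMSO vehicle for no effect and reference control for full effect; nearly all actives have a fitted effect of over 55% in size; some results filed as inactive show a strong effect at the top dose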
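Yeast FUS proteinopathy model; galactose-induced FUS (2%), starting OD 0.005. Cpds in dilution series, 24hr, 30C, 99% humidity. Abs 600 nm growth. Pos ctrl CP55940 (top 92uM final); neg ctrl DMSO.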
The depositor's hits bear a star; ? = inconclusive; nt = not tested or not shown; & = joins results of further samples; [ ] = dose if it differs, or a comment. Unless noted, calls come from the whole dose curve; as a rule, active = well fitted curve in the direction sought with a large enough effect; inconclusive = small, poorly fitted or top-dose-only effect, or another doubt; inactive = no such curve, though single readings can be large; an effect the other way counts as inactive or inconclusive.

Results follow in this order: WRN inhibitor	IL2 activator	aSyn rescue	Abeta yeast res	PLK1 PBD block	EPAC1 agonist	PI5P4Ka inh	EPAC1 antagonist	FUS yeast rescue
[1] CCN1CCN(c2nc(N)c([N+](=O)[O-])c(Nc3ccc(C)cc3)n2)CC1
 : 7%	1.4	-1%	-8%	-10%	11%	9	5%	6%
[2] O=C(CN1C(=O)/C(=C/c2ccccc2)SC1=S)NC1C=CS(=O)(=O)C1 (stereo not given)
 : -18%	-2.7	-4%	12%	-16%	-10%	-10	-5%	17%
[3] COc1cc(-c2noc(C)n2)cc(OC)c1OC
 : 9%	-2.0	1%	-4%	1%	-7%	-5	-18%	12%
[4] Cc1cccc(-c2nc(CNC(=O)c3ccco3)cs2)c1
 : -2%	-3.1	-5%	26%	-15%	-3%	8	?	17%
[5] CSc1nnc(-c2sccc2-n2cccc2)o1
 : -9%	-1.9	5%	8%	-5%	5%	2	4%	10%
[6] COc1ccc(CNC(=O)CSc2ncn[nH]2)cc1OC
 : 4%	-0.5	-6%	-8%	-16%	5%	-1	-5%	4%
[7] CCOC(=O)[C@@H]1[C@H]2COc3ccc(Br)cc3[C@@H]2N2C(=O)N(c3cccc(Cl)c3)C(=O)[C@@]12C
 : -6%	-1.2	14%	8%	-8%	3%	6	-25%	?
[8] CC(Sc1nc(N)cc(=O)[nH]1)C(=O)Nc1nc2c(s1)CCCC2 (stereo not given)
 : 11%	0.9	-5%	1%	-8%	4%	-2	12%	2%
[9] CC(=O)Nc1c2c(nn1-c1ccccc1)CS(=O)C2 (stereo not given)
 : 7%	-0.1	-4%	-13%	6%	-14%	4	-1%	-33%
[10] C#CCOCCOCCOCCNc1nc(N2CCN(C(=O)[C@H](CCC(=O)O)n3cc([C@@H](N)[C@H](C)CC)nn3)CC2)nc(N2CCN(C(=O)[C@H](CCCCN)n3cc([C@@H](N)CC(N)=O)nn3)CC2)n1
 : -4%	-0.4	-2%	8%	-3%	6%	-3	-1%	11%
[11] O=C(NCC(=O)N1CCN(c2ccccc2O)CC1)c1ccc2c(c1)OCO2
 : 2%[11.6 µM]	-1.9	1%	-2%	-12%	6%	-21	6%	?
[12] O=C(c1ccc(Cl)cc1)C1CCN(C(=O)c2ccc(F)cc2)CC1
 : -1%	3.2	2%	1%	-1%	9%	-6	-6%	21%
[13] O=C(CCCCCn1c(=S)[nH]c2ccsc2c1=O)NC1CCCCC1
 : 2%	0.2	0%	-7%	4%	-9%	-3	-14%	-17%
[14] CC(C)(C)OC(=O)N1CCN(C(=O)c2nc[nH]c2C(=O)N2CCN(c3ccccc3)CC2)CC1
 : -5%	0.0	1%	3%	-14%	-5%	1	-6%	-6%
[15] COc1ccc(C(CNC(=O)CCNS(=O)(=O)c2ccc(Br)cc2)N2CCOCC2)cc1 (stereo not given)
 : 6%	0.7	5%	5%	5%	5%	-1	1%	10%
[16] COc1ccc(CNC(=O)C2CC(=O)N(c3ccc(OCC(=O)N4CCCCC4)cc3)C2)cc1 (stereo not given)
 : 14%	0.6	-2%	-7%	-10%	8%	4	-9%	3%
[17] CCOc1ccc(C(C)(O)CN2CCOCC2)cc1 (stereo not given)
 : -4%[57.1 µM]	-2.6	-1%	12%	-15%	14%	1	-11%	3%
[18] CCC(C)/C(C)=N/NC(=O)CNS(=O)(=O)c1ccc([N+](=O)[O-])cc1 (stereo not given)
 : -3%	0.6	-9%	-10%	-12%	6%	6	-3%	0%
[19] Cc1ccc(-c2csc(NCCc3nc4cc(Cl)c(Cl)cc4n3CCOCCO)n2)cc1
 : -8%	-0.4	1%	1%	-16%	10%	9	-7%	?
[20] Cc1[nH]c2ccccc2c1CCNC(=O)c1c(N)no[n+]1[O-]
 : -8%	0.0	-1%	8%	0%	-6%	4	-9%	3%
[21] CCc1ccccc1NC(=S)NC1CC2CCCC(C1)N2Cc1cccs1 (stereo not given)
 : -4%	-1.1	-3%	4%	-1%	10%	nt	-16%	3%
[22] COc1ccccc1C(=O)NCCC(=O)N1CCN(S(=O)(=O)c2ccccc2C(F)(F)F)CC1
 : 1%	-5.2	-2%	-2%	-4%	-1%	-2	-13%	23%
[23] CC(O)(c1cccc(F)c1)c1nc(-c2ccncc2)cs1 (stereo not given)
 : -2%	0.1	-18%	13%	-4%	5%	1	-10%	-29%
[24] O=C(C[n+]1ccccc1)NNc1ccccc1
 : 5%	0.6	5%	-21%	-9%	-13%	-8	3%	-17%
[25] CCC(C)[C@H](NC(=O)[C@H](Cc1ccccc1)n1c(=O)[nH]c2ccccc2c1=O)C(=O)N1CCC(C(=O)O)CC1 (stereo not given in full)
 : 9%	0.6	-6%	-12%	3%	-18%	1	11%	15%
[26] Cc1ccc(C(=O)NC(Cc2cccc(C(F)(F)F)c2)C(=O)O)cc1 (stereo not given)
 : -4%	0.2	-7%	-6%	-11%	0%	14	-3%	5%
[27] COc1ccc(NC(=O)Nc2ccc3c(c2)C(=O)N([C@@H](C)CO)C[C@@H](C)[C@@H](CN(C)CC2CCCCC2)O3)cc1
 : 0%	0.2	-6%	3%	-6%	-12%	15	-8%	8%
[28] Cn1cccc1C(=O)C(=O)Nc1cccc(Cl)c1Cl
 : -31%	1.0	1%	-10%	-6%	0%	-1	-7%	nt
[29] O=C1C2CC=CCC2C(=O)N1c1nc2n(n1)C(c1ccccc1)CC(c1ccccc1)N2 (stereo not given)
 : -11%	1.8	0%	17%	-5%	0%	-14	-7%	43%
[30] O=C(C[C@@H]1C/C=C\C[C@@H](NC(=O)OCC2c3ccccc3-c3ccccc32)C(=O)OC[C@@H](Cc2ccccc2)NC1=O)NCCO
 : -8%	-1.6	0%	-13%	-13%	-10%	0	-4%	33%

3 of the entries above in order of the PLK1 PBD block value, largest number first.
#	Compound	WRN inhibitor	IL2 activator	PLK1 PBD block	PI5P4Ka inh	EPAC1 antagonist	FUS yeast rescue
15	COc1ccc(C(CNC(=O)CCNS(=O)(=O)c2ccc(Br)cc2)N2CCOCC2)cc1 (stereo not given)	6%	0.7	5%	-1	1%	10%
22	COc1ccccc1C(=O)NCCC(=O)N1CCN(S(=O)(=O)c2ccccc2C(F)(F)F)CC1	1%	-5.2	-4%	-2	-13%	23%
4	Cc1cccc(-c2nc(CNC(=O)c3ccco3)cs2)c1	-2%	-3.1	-15%	8	?	17%

Going on with the list.
Results follow in this order: WRN inhibitor	IL2 activator	aSyn rescue	Abeta yeast res	PLK1 PBD block	EPAC1 agonist	PI5P4Ka inh	EPAC1 antagonist	FUS yeast rescue
[31] Cc1ccc(C(=O)N2CCN(C)CC2)cc1[N+](=O)[O-]
 : 4%	0.5	-1%	2%	-2%	3%	8	-14%	-17%
[32] COC(=O)C1=C(C)NC(=O)NC1c1ccc(-c2ccccc2Cl)o1 (stereo not given)
 : -4%[57.1 µM]	0.6	-5%	-20%	19µM*	6%	6	-9%	4%
[33] O=C(CSc1cnc2ccccc2n1)c1ccc(F)cc1
 : -10%	-0.8	3%	-1%	?	9%	0	-2%	21%
[34] COc1cccc(-c2cc(C(=O)Nc3cc(C)nn3-c3ccccc3)no2)c1
 : -2%	0.3	-2%	-5%&6%	-11%	8%	-1	0%	-9%&1%
[35] CCOC(=O)C1=NNC(C(=O)OCC)C1c1ccccc1 (stereo not given)
 : 1%	0.7	0%	-9%	-8%	-3%	21	-10%	nt
[36] CCc1cc(/C(Cc2ccccn2)=N\Nc2ccccc2)c(O)cc1O
 : -9%	4.2	23%	-93%[inhibitor]	-20%	9%	-8	-16%	?
[37] N#Cc1ccc(-c2nc3c4ccccc4ccn3c2Cc2ccsc2)cc1
 : -1%	3.3	0%	-4%	-5%	13%	0	0%	37%
[38] O=C(CNC(=O)c1sc2ccccc2c1Cl)NCc1cccc(C(F)(F)F)c1
 : -8%	-1.2	-4%	0%	-9%	?	4	-16%	17%
[39] NC(=S)c1ccc(OCCCc2ccccc2)cc1
 : -3%	-2.0	8%	11%	?	-8%	2	-4%	4%
[40] COC(=O)c1ccc(CS(=O)(=O)c2ccc(C)cc2)cc1
 : -1%	0.6	4%	0%	-1%	-5%	-3	-3%	15%
[41] COC(=O)c1ccccc1NC(=O)NC1CCN(Cc2ccccc2)CC1
 : 1%	-0.5	2%	10%	-6%	9%	nt	-1%	-22%
[42] O=C1[C@@H]2[C@@H](CN3CN(c4ccccc4)N=C(c4ccccc4)[C@@]23c2ccccc2)C(=O)N1c1ccccc1
 : -18%	-0.1	-62%[inhibitor]	-13%	-24%	4%	-4	10%	nt
[43] CCC(C)NC(=S)N1CCN(Cc2ccccc2)CC1 (stereo not given)
 : -11%	0.1	-2%	12%	3%	9%	3	23%	-3%
[44] COc1ccc(OCCSc2ccc(S(=O)(=O)N3CCCC3)cn2)cc1
 : -8%	-0.6	1%	-5%	-21%	4%	4	-3%	37%
[45] O=C(O)c1cc(NC(=O)c2ccc(Br)cc2)cc(NC(=O)c2ccc(Br)cc2)c1
 : 0%[11.6 µM]	-0.4	4%	-11%	-20%	-4%	-9	?	-12%
[46] CSCC[C@H](N)C(=O)N1CCC(C(=O)N[C@H](C)C(=O)Nc2ccc(C(C)C)cc2)CC1
 : 7%	-0.1	0%	5%	-5%	5%	3	-7%	17%
[47] Cc1cc(-c2ccccc2)oc(=O)c1NC(=O)c1ccccc1
 : -6%	-0.9	1%	7%	-18%	3%	-2	-3%	-24%
[48] O=C(NCCCN1CCOCC1)C(c1ccccc1)c1ccccc1
 : -2%	-0.3	1%	12%	-13%	9%	-2	-19%	8%
[49] COc1cccc(NS(=O)(=O)c2cc3[nH]c(=O)c(=O)[nH]c3cc2C)c1
 : -2%	-0.1	0%	9%	-1%	-3%	0	-8%	5%
[50] CCOC(=O)c1cn2ccc(C)cc2n1
 : 6%	0.9	7%	0%	27µM*	-3%	-10	5%	-7%
[51] CN(C)Cc1ccccc1CCc1ccccc1
 : 0%	-2.1	0%	3%	2%	5%	-2	8%	-13%
